High-throughput results: PubChem, National Center for Advancing Translational Sciences (NCATS)
KAT2A inh: qHTS Assay for Inhibitors of GCN5L2; Histone acetyltransferase KAT2A (Homo sapiens), Q92830; GCN5L2 HAT assay, ThioGlo1 CoA-SH fluorescence; Potency, µM (top dose mostly 58.9 µM), for inactives: top-dose activity change, negative = inhibition, actives largely listed as inhibitors; actives 0.21% (n = 390,000); AID 504327, 2011
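Titration-based screen in which CoA formation is detected via maleimide probe ThioGlo1 (50uM) turning fluorescent on thiol reaction; substrates H3(1-25) 75uM and acetyl-CoA 70uM, GCN5L2 20nM, 20 min incubation at room temperature.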
FEN1 inh: qHTS Assay for the Inhibitors of Human Flap endonuclease 1 (FEN1); P39748; Recombinant FEN1 flap cleavage, fluorescence, 15 min; Potency, µM (highest dose often 114 µM), for inactives: top-dose activity change, negative = inhibition, most hits filed as inhibitors; actives 0.35% (n = 390,000); AID 588795, 2011; note: nearly all actives have a fitted effect of over 65% in size
Target sequence (P39748 whole entry, looked up): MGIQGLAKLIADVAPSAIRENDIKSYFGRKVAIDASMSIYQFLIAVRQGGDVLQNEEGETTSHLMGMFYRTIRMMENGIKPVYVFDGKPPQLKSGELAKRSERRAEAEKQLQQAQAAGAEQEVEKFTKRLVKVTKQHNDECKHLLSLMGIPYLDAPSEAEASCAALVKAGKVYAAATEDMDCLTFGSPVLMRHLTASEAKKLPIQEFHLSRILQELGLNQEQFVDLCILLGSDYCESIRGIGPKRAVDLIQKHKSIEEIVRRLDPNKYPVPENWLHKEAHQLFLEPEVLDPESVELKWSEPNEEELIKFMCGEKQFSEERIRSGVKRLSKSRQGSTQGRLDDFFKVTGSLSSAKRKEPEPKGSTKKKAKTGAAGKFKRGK
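Enzyme 10 nM, 15 min RT preincubation with compound; start with substrate 50 nM final; reads at 0 and 15 min; qHTS titration, four-parameter Hill fit.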
N370S GC mod: qHTS Assay for Inhibitors and Activators of N370S glucocerebrosidase as a Potential Chaperone Treatment of Gaucher Disease; actives 0.092% (n = 330,000); Potency, µM (top dose mostly 59.4 µM), inactives show top-dose activity change, negative = inhibition, most hits filed as inhibitors; AID 2101, 2009; N370S GC spleen homogenate, 4MU-glucoside fluorescence; Lysosomal acid glucosylceramidase (Homo sapiens), P04062;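 note: 0% = full enzyme activity and -100% = no enzyme basal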
Active calls of the source: *; ? = inconclusive; . = not tested or not shown; & = joins results of further samples. Calls come from the whole dose curve; as a rule, active = well fitted curve in the direction sought with a large enough effect; inconclusive = small, poorly fitted or top-dose-only effect, or another doubt; inactive = no such curve, though single readings can be large; an effect the other way counts as inactive or inconclusive. Unless noted, % is set by controls: 0 for no effect and ±100 for the full control effect; potency is the fitted concentration of half-maximal effect.

No. | KAT2A inh | FEN1 inh | N370S GC mod | Structure
1 | -0.5% | 0.9% | -2.9% | OCC1CCCN(C(=S)Nc2ccc(OC(F)F)cc2)C1 (stereo not drawn)
2 | -6.9% | -11.0% | -18.8% | C#CCOCCOCCOCCNc1nc(N2CCN(C(=O)[C@H](Cc3ccc(O)cc3)n3cc([C@@H](N)C(C)CC)nn3)CC2)nc(N2CCN(C(=O)[C@H](Cc3cc4ccccc4[nH]3)n3cc([C@@H](N)CC(C)C)nn3)CC2)n1 (stereo partly drawn)
3 | -1.3% | -18.8% | 3.0% | O=C(CSCC(=O)Nc1nc(-c2ccc3c(c2)OCO3)cs1)Nc1nccs1
4 | ? | -0.8% | -19.3% | Cc1ccc2oc(C(=O)NCc3ncc(C)[nH]3)c(C)c2c1
5 | -11.7% | -4.9% | . | Cc1cccc(Nc2nnc(-n3nc(C)cc3C)c3ccccc23)c1
6 | -1.3% | 3.6% | -10.2% | COc1ccc(S(=O)(=O)N2C(=O)/C(=C3\SC(N)=NC3=O)c3ccccc32)cc1
7 | ? | -4.5% | -1.2% | COc1ccccc1NC(=O)C1CCCN(S(=O)(=O)c2ccccc2)C1 (stereo not drawn)
8 | -2.9% | -5.3% | -12.0% | COc1ccccc1N1CCN(CCC(=O)Nc2cccc(Cl)c2)CC1
9 | -6.3% | 20.0% | . | Cc1ccc(CNC(=O)Cn2c3ncccc3c(=O)n2-c2ccc(C)cc2)cc1
10 | -11.7% | -1.8% | . | O=C(NC(Cc1ccccc1)C(=O)N1CCN(S(=O)(=O)c2ccccc2F)CC1)c1ccccc1 (stereo not drawn)
11 | -0.4% | -1.4% | ? | O=C(O)C1CC(=O)N(Cc2cccs2)C1 (stereo not drawn)
12 | 1.1%&-3.8% | -2.8%&-1.1% | 1.5% | CCNC(=O)CC1C(=O)N(c2ccc(C)cc2)C(=O)N1CCOC (stereo not drawn)
13 | -7.2% | 0.6% | 11.3% | O=C(NCc1ccc(Cl)cc1)c1cc2ccccc2oc1=O
14 | -6.5% | -14.8% | . | CC(C)CC(=O)Nc1ccc(C(=O)COC(=O)Cc2n[nH]c(=O)c3ccccc23)cc1
15 | -3.2% | -7.3% | 6.7% | Cc1ccc(-n2nnc(-c3cccnc3Cl)n2)cc1

Another view of two compounds above:
14. CC(C)CC(=O)Nc1ccc(C(=O)COC(=O)Cc2n[nH]c(=O)c3ccccc23)cc1
  KAT2A inh = -6.5% | FEN1 inh = -14.8% | N370S GC mod = .
15. Cc1ccc(-n2nnc(-c3cccnc3Cl)n2)cc1
  KAT2A inh = -3.2% | FEN1 inh = -7.3% | N370S GC mod = 6.7%

Part of the list above, reduced to N370S GC mod and FEN1 inh.
| nr | SMILES | N370S GC mod | FEN1 inh |
| --- | --- | --- | --- |
| 3 | O=C(CSCC(=O)Nc1nc(-c2ccc3c(c2)OCO3)cs1)Nc1nccs1 | 3.0% | -18.8% |
| 4 | Cc1ccc2oc(C(=O)NCc3ncc(C)[nH]3)c(C)c2c1 | -19.3% | -0.8% |
| 5 | Cc1cccc(Nc2nnc(-n3nc(C)cc3C)c3ccccc23)c1 | . | -4.9% |
| 6 | COc1ccc(S(=O)(=O)N2C(=O)/C(=C3\SC(N)=NC3=O)c3ccccc32)cc1 | -10.2% | 3.6% |
| 7 | COc1ccccc1NC(=O)C1CCCN(S(=O)(=O)c2ccccc2)C1 (stereo not drawn) | -1.2% | -4.5% |
| 8 | COc1ccccc1N1CCN(CCC(=O)Nc2cccc(Cl)c2)CC1 | -12.0% | -5.3% |

(continued)
No. | KAT2A inh | FEN1 inh | N370S GC mod | Structure
16 | 2.5% | 6.8% | . | Cc1ccc(OCC(=O)OC2=C(C(=O)c3ccccc3)N(C)S(=O)(=O)c3ccccc32)cc1
17 | -4.3% | -2.7% | 4.4% | O=c1[nH]cnc2c1nc(SCc1ccccc1)n2C1OC(CO)C(O)C1O (stereo not drawn)
18 | -3.6% | -1.1% | . | Cc1nc2c(C(=O)O)cnn2c(C)c1Cc1ccccc1
19 | -4.5% | -0.6% | -13.2% | CCCOc1cc(C)c(S(=O)(=O)n2nnc3ccccc32)cc1C
20 | -4.7% | -3.5% | -1.0% | CCn1c(-c2cc(-c3cccc(OC)c3)nc3ccccc23)n[nH]c1=S
21 | -4.0% | -16.9% | -5.0% | S=C1NC2(CCCCCC2)N=C1c1ccccc1
22 | 1.9% | -1.4% | 0.2% | CSc1ncc(C(=O)Nc2ccccc2C)c(C)n1
23 | -11.6% | 3.6% | -1.7% | COc1ccc(Cc2nc3ccc(C(=O)N(C)CCc4cnn(C)c4)cc3o2)cc1OC
24 | -1.9% | . | 3.5% | C[C@]12CCC(=O)C=C1CCC1C2C(=O)C[C@]2(C)C1CC[C@]2(O)C(=O)CO (stereo partly drawn)
25 | ? | -0.2% | -4.0% | COc1ccc(CCNC(=O)Cc2ccc(C)cc2)cc1OC
26 | 1.9% | -0.3% | -4.0% | CC(C)Cc1nc2oc3c(NCC(C)O)ncnc3c2c2c1CCCC2 (stereo not drawn)
27 | -24.5% | -9.9% | 3.5% | COc1cc(Cl)ccc1OCc1cc(C(=O)N2CCCCCCC2)no1
28 | 0.6% | -13.8% | 2.0% | Cc1cccc(C(=O)Nc2cccc(-c3cnc4ccccc4n3)c2)c1
29 | 2.3% | -3.3% | 1.0% | CC(=O)NCCC1CCN(C(=O)C2CCC(=O)N(C3CCCC3)C2)CC1 (stereo not drawn)
30 | -4.1% | 13.8% | -7.8% | Clc1ccc(C2Nc3ccccc3-n3cccc32)cc1 (stereo not drawn)

Compound profiles, as listed above.
Profile of `Cc1ccc2oc(C(=O)NCc3ncc(C)[nH]3)c(C)c2c1` → KAT2A inh = ?; FEN1 inh = -0.8%; N370S GC mod = -19.3%
Profile of `OCC1CCCN(C(=S)Nc2ccc(OC(F)F)cc2)C1` (stereo not drawn) → KAT2A inh = -0.5%; FEN1 inh = 0.9%; N370S GC mod = -2.9%

Continued.
No. | KAT2A inh | FEN1 inh | N370S GC mod | Structure
31 | 10.8% | 16.3% | ? | CCOC(=O)N1CCC(NC(=O)Cn2cc3c(n2)CCCCC3)CC1
32 | -1.3% | -9.9% | 9.4% | O=C(Cn1cc2c(n1)CCCCC2)NCCN1CCOCC1
33 | -18.5% | -1.5% | -1.5% | CCOC(=O)C1=C(N)Oc2ccc3ccccc3c2C1c1cccc(O)c1 (stereo not drawn)
34 | -9.8% | 2.3% | -3.1% | O=C(CCC1CCCN(C(=O)C2CCCC2)C1)NCc1ccc(F)c(F)c1 (stereo not drawn)
35 | 10.2% | -8.7% | -1.1% | COc1cc2c(cc1OC)[C@@H]1Cc3ccc(OC)c(OC)c3CN1CC2
36 | -7.8% | -10.2% | 2.1% | CCCCCCn1c(SCC(=O)Nc2cc(C)on2)nc2ccccc2c1=O
37 | -9.0% | -1.2% | -13.6% | Cc1ccc(NC(=O)C2c3ccccc3Oc3ccccc32)c(C)c1
38 | -0.8% | -8.4% | -5.3% | CC(=O)N1CCc2cc(Br)cc(S(=O)(=O)NCCN3CCCCC3C)c21 (stereo not drawn)
39 | -5.1% | -20.6% | -20.3% | CS(=O)(=O)N(CC(=O)Nc1cccc([N+](=O)[O-])c1)c1cccc(F)c1
40 | -1.6% | -7.7% | -3.0% | CNC(=O)Cn1nc(-c2ccc(C)cc2)c2ccccc2c1=O
41 | -4.7% | 0.5% | -0.6% | O=C1CN(C(=O)c2ccco2)c2ccccc2N1
42 | -5.8% | 5.8% | 9.4% | COc1ccc(S(=O)(=O)N2CCOCC2)cc1NC(=O)CN(C)Cc1c(F)cccc1Cl
43 | -4.5% | 5.6% | 25.5% | COc1cc(SC)ccc1C(=O)NCC1CCCCC1
44 | -4.3% | 4.5% | . | O=C(COc1ccc(-n2cnnn2)cc1)Nc1ccccc1OC(F)F
45 | -8.2% | -6.8% | -3.7% | Cc1ccccc1NC(=O)c1cc(S(=O)(=O)N2CCOCC2)cn1C

No. | KAT2A inh | FEN1 inh | N370S GC mod | Structure
46 | 0.6% | 9.1% | . | O=C(CNC(=O)c1ccc(N2CCCC2=O)cc1)Nc1ccc(F)c(F)c1F
47 | -6.1% | -2.5% | . | CCCN(CC(=O)Nc1ccccc1C)C(=O)c1nn(CC)c(=O)c2ccccc12
48 | -7.0% | 4.4% | . | C=C(C)CSc1nc(-c2ccccc2)cc(-c2ccc(OC)cc2)c1C#N
49 | -23.8% | . | 10.9% | C#CCOCCOCCOCCNc1nc(N2CCN(C(=O)[C@H]([C@@H](C)CC)n3cc([C@@H](N)CO)nn3)CC2)nc(N2CCN(C(=O)[C@H]([C@@H](C)CC)n3cc([C@@H](N)CO)nn3)CC2)n1
50 | -0.2% | 15.8% | 14.9% | COc1ccc(Cc2c(C)nc(N)nc2Cl)cc1
51 | -4.5% | 3.4% | -9.1% | CCCCn1c(SCC(=O)Nc2nnc(C)s2)nnc1-c1ccoc1C
52 | -0.3% | -15.5% | -8.3% | O=C(CCNC(=O)c1ccco1)Nc1ccc(OC(F)(F)F)cc1
53 | -1.2% | 3.6% | 2.0% | Cc1ccc(CNC(=O)CS(=O)Cc2nc(-c3cccs3)oc2C)cc1 (stereo not drawn)
54 | -7.5% | 0.3% | 9.3% | COc1cccc(-c2noc(-c3ccc(Br)o3)n2)c1
55 | -1.9% | -2.0% | 4.9% | COc1ccc(Cl)cc1NC(=O)CSc1nnc(CN2CCOCC2)n1-c1ccc(Cl)cc1
56 | 8.9% | -2.1% | -5.0% | CCCCNC(=O)Cn1nc([N+](=O)[O-])c([N+](=O)[O-])c1C

Seven entries from above, sorted by their value in FEN1 inh, low to high.
No. | KAT2A inh | FEN1 inh | N370S GC mod | Structure
52 | -0.3% | -15.5% | -8.3% | O=C(CCNC(=O)c1ccco1)Nc1ccc(OC(F)(F)F)cc1
56 | 8.9% | -2.1% | -5.0% | CCCCNC(=O)Cn1nc([N+](=O)[O-])c([N+](=O)[O-])c1C
55 | -1.9% | -2.0% | 4.9% | COc1ccc(Cl)cc1NC(=O)CSc1nnc(CN2CCOCC2)n1-c1ccc(Cl)cc1
54 | -7.5% | 0.3% | 9.3% | COc1cccc(-c2noc(-c3ccc(Br)o3)n2)c1
53 | -1.2% | 3.6% | 2.0% | Cc1ccc(CNC(=O)CS(=O)Cc2nc(-c3cccs3)oc2C)cc1 (stereo not drawn)
46 | 0.6% | 9.1% | . | O=C(CNC(=O)c1ccc(N2CCCC2=O)cc1)Nc1ccc(F)c(F)c1F
50 | -0.2% | 15.8% | 14.9% | COc1ccc(Cc2c(C)nc(N)nc2Cl)cc1
